# Assay outcomes: PubChem, several laboratories
# Hsp70 act – Hsp70 transcriptional activators, primary screen, cell-based, HeLa, Hsp70 promoter luciferase, luminescence, 10 µM; HeLa Hsp70 promoter luciferase reporter; scaled: vehicle 0, proteasome-inhibitor control 100%; activation, % at 10 µM; 200,000 tested, 0.04% active;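 active = activation above the mean across all tested compounds plus 3 SD, cutoff set per campaign, cut at about 5.5% in these data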;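 also: 100% = MG132 at 30 µM as the positive control and 0% = DMSO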
# G6PDH counter – L. mesenteroides G6PDH inhibitors, counter-screen for G6PDH-coupled screening assays, biochemical, Leuconostoc mesenteroides enzyme; glucose-6-phosphate dehydrogenase [Leuconostoc mesenteroides]; Purified L. mesenteroides G6PDH, diaphorase/resazurin coupled fluorescence, 45 min; inhibition, % at 5 µM; 200,000 tested, 0.12% active; AID 1020, 2008; in the data active = inhibition above about 50%
# APP transl inh – inhibitors of APP translation via 5'UTR reporter, primary screen, APP 5'UTR luciferase, SH-SY5Y cells. SH-SY5Y APP 5'UTR-luciferase reporter, luminescence. inhibition, % at 2 µM. AID 1285, 2008. 190,000 tested, 0.82% active;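 active = inhibition above a set limit, derived from the sample mean plus 3 SD, cut at about 45% in these data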; also: values of inactives mirror those of a sister screen read the other way
# FLuc stim CS – FLuc activators, initial screening, artefact control for FLuc-dependent activation tests, biochemical, ATPlite luminescence; 200,000 tested, under 10 active; ATPlite luciferase biochemical, 10 min; 0 = ATP-free wells, 1 = DMSO control; activation factor at 10 µM; AID 1027, 2008;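 active = luciferase activation factor, scaled between plate controls, of at least 2 with compound at 10 µM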
# Target sequence (P08659 whole entry, looked up): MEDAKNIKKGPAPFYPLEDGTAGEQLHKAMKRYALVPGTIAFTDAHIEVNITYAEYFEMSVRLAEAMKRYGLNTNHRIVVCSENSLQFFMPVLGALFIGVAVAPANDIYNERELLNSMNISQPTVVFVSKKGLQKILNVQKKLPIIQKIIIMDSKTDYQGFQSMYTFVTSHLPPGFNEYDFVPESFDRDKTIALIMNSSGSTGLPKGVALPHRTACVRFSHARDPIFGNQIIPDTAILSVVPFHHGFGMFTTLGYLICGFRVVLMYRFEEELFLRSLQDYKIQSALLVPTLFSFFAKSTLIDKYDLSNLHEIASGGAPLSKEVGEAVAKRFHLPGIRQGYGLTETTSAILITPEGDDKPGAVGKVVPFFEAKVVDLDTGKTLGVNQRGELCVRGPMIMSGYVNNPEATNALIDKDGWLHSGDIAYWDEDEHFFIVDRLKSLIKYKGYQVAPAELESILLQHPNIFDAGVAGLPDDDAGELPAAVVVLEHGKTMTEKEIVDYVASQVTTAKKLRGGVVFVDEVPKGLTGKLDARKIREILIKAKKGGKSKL
#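 Assay system: Luciferase/luciferin detection reagent, cell-free biochemical luciferase assay / Read-out: luciferase activation / Benchmarks: No-ATP low control, compound-free enzyme-plus-ATP high control / Medium: PBS buffer for ATP / Detection: luminescence measurement of luciferase light output / Schedule: 10 min at ambient temperature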
# APP 5'UTR act – activators of APP 5'UTR luciferase reporter, primary screen, SH-SY5Y cells. SH-SY5Y APP 5'UTR luciferase reporter, luminescence; zero percent = DMSO vehicle wells. activation, % at 2 µM. 190,000 tested, 1% active;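 active = activation above a set limit, based on mean plus 3 SD of controls, cut at about 140% in these data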; also: values of inactives mirror those of a sister screen read the other way
# HMGR II inh – inhibitors of E. faecalis class II HMGR, primary screen, biochemical, Enterococcus faecalis; purified E. faecalis HMGR, NADPH absorbance 340 nm kinetic; inhibition, % at 10 µM; 190,000 tested, 0.41% active;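 active = inhibition above a set limit, the median over all tested compounds plus 3 SD, cut at about 9.5% in these data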;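 also: enzyme runs in reverse so mevalonate oxidation gives rising NADPH absorbance; 0% = complete reaction with DMSO and 100% = background rate lacking mevalonate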
# DTT redox prof – compounds producing H2O2 with reducing agent – biochemical, NIH compound library profiling, artefact control for MLSCN library redox annotation, primary screen; 200,000 tested, 0.03% active; DTT-dependent redox cycling H2O2, phenol red/HRP absorbance; 100% = 100 µM peroxide control, 0% = buffer; AID 878, 2007; activation, % at 10 µM;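 active = activation of at least 50% relative to the plate's high and low controls in the primary single-dose screen; inactive = activation below 50%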;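 also: compound incubated with DTT at 0.8 mM final as the reducing agent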
# NF-kB expr up – activators of NF-kB expression in neurons, primary screen, cell-based, HTS. fold change at 12.5 µM. human neuronal cells, NF-kB reporter expression; stronger effect = higher value. 190,000 tested, 1.6% active; in the data active = fold change above about 3.3
# FLuc inhib CS – firefly luciferase enzyme inhibitors, primary screen, artefact control for luciferase-based inhibitor screens, biochemical, luminescence, ATPLite. Luciferin 4-monooxygenase (Photinus pyralis), P08659. 10 min. inhibition, % at 10 µM. 200,000 tested, 1.5% active;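 active = inhibition above about 50% when tested at 10 µM, limit read from the data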
# STAT1 act – STAT1 signaling activators, primary screen, cell-based, HTS, luciferase reporter; NIH 3T3 STAT1-luciferase reporter, IFN-gamma, luminescence; 100% = IFN-gamma alone, no compound; activation (% of control), % at 5.5 µM; 200,000 tested, 2.6% active; AID 932, 2007;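 active = activation above the screen-wide mean activation plus 3 SD, cut at about 130% in these data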;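 also: raw ratio to IFN-gamma control signal so 100% means no change and 0% no light; values of inactives mirror those of a sister screen read the other way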
# Starred values were filed as active, the others as inactive; . = not tested or not shown. Rows were taken by chance. About 5.3% of those tested had a hit in this group.
SMILES	Hsp70 act	G6PDH counter	APP transl inh	FLuc stim CS	APP 5'UTR act	HMGR II inh	DTT redox prof	NF-kB expr up	FLuc inhib CS	STAT1 act
CC(/C=C/c1ccccc1)=N/NC(=O)c1cccc(Br)c1	0.7	9	18	1	-18	1	-0.3	0.96	-2	104
CCC(Cc1ccccc1)NC(=O)CSc1ccsc1[N+](=O)[O-] (configuration not stated)	-0.1	7	-22	1.1	22	-6	0.3	1.3	-8	98
Cc1nc2c(C(=O)NCCC(C)C)c[nH]n2c(=O)c1Cc1ccccc1F	-0.4	16	-7	1.1	7	-9	1.9	0.96	-10	92
CC(C)CC(=O)NC(=S)Nc1nc(-c2ccc(Cl)cc2)cs1	0.0	6	-6	1.1	6	-5	-0.2	1.1	-8	93
O=C(CCC1CCCCC1)Nc1ccccc1C(=O)N1CCOCC1	0.3	6	4	1	-3	-6	-1.1	0.94	-3	102
CC(=O)c1c(C)n(-c2ccc(N(C)C)cc2)c2ccc(OCC(N)=O)cc12	-0.6	4	-2	1	2	2	-0.4	0.6	-4	91
CC1(C)CC(O)(CNCc2ccc3c(c2)OCO3)CCO1 (configuration not stated)	0.1	7	-3	1.1	3	-7	0.1	1.3	-8	99
CCOC(=O)C1=C(O)CSC1=Nc1ccc(C)cc1	-0.2	10	-11	1	11	-2	-0.4	1.1	1	96
O=C(c1cc(C2CC2)nc2ccccc12)N1N=C(C(F)F)CC1(O)C(F)F (configuration not stated)	-0.1	-3	-8	1	9	-6	0.8	0.97	-2	106
O=C(CCC1CCCC1)Nc1ccc(Br)cn1	0.0	-1	-16	1	16	-1	1.3	2.9	4	127
Nc1cc(=O)[nH]c(SCC(=O)N2N=C(c3ccc(Cl)cc3)CC2c2ccco2)n1 (configuration not stated)	0.1	10	-4	1.1	4	-4	0.2	0.93	-7	112
O=C(O)CSc1ncccn1	-0.3	0	-2	1	2	4	-0.9	1.1	-3	109
Cc1ccc(-c2nnn(CC(=O)N(CCN3CCOCC3)C(C(=O)NC3CCCC3)c3ccncc3)n2)o1 (configuration not stated)	-0.1	3	-1	1	1	5	-0.5	1.2	-1	99
CCCCC(=O)NC(=S)Nc1ccc(S(=O)(=O)N2CCCC2)cc1	-0.2	-2	0	1.1	0	2	0.3	0.92	-8	103
CC(=O)CSc1nnc(-c2cnccn2)n1-c1ccccc1	0.2	-11	0	1.1	0	-7	2.9	1.2	-9	101
Nc1nnc(SCC(=O)N2CCc3ccccc32)n1-c1ccccc1	0.6	2	-13	1	13	1	-5.3	1.2	0	102
CC(NC(=O)c1ccc(Cl)cc1)c1nnc(SCc2ccc([N+](=O)[O-])cc2)n1C (configuration not stated)	-0.2	-1	-15	1	15	-7	0.7	1.3	-4	105
COc1cc(/C=N/NC(=O)CC#N)cc(Br)c1O	-0.1	5	-6	1.1	6	-8	-1.2	0.99	-7	97
NNC(=O)c1ccc(Cn2cc(Br)cn2)cc1	0.2	10	7	1.1	-7	2	-0.4	1.4	-10	93
COC(=O)CCCC(=O)N1CCCC(CNS(=O)(=O)c2ccc(OC)cc2)C1 (configuration not stated)	-0.2	15	-10	1	10	-5	0.6	1.1	-2	96
Cc1ccc(NC(=O)/C=C/c2ccc([N+](=O)[O-])s2)c(C)c1	0.4	-19	93*	1	-93	-5	1.4	1.7	0	94
FC(F)(F)c1ccc(Oc2ccc3cc(Br)ccc3c2)nc1	-0.1	-8	-1	1	1	2	0.5	1.1	0	101
CCOC(=O)c1nnn(-c2nonc2N)c1-c1ccc(C)cc1	-0.2	-2	-6	1.1	6	-1	2.4	1	-6	100
O=C(COc1ccc(Cl)cc1)NCc1nnc(SCC(=O)NCc2ccc3c(c2)OCO3)o1	-0.3	4	-1	1	1	-3	-1.5	1.1	-5	104
CNC(=O)C1C(=S)NC(N)=C(C#N)C1c1ccccc1 (configuration not stated)	-0.3	18	21	1	-21	0	-0.1	1.3	-5	95
Cc1cc(S(=O)(=O)N2CCCC2)ccc1OCC(=O)N1CCOCC1	-0.1	-12	-11	1	11	-4	-0.1	1.2	-3	103
C=CCNC(=O)c1ccc(C)cc1Cl	-0.2	3	-20	1	21	-1	-0.8	0.88	2	108
Cc1cc(C)n2c(SCC(=O)Nc3c(C)n(C)n(-c4ccccc4)c3=O)nnc2n1	0.0	12	-8	1.1	8	-1	-1.3	1.1	-6	99
C=CCNc1nc(N2CCCC2)nc2ccccc12	-0.3	-8	-5	1	5	-6	-2.5	0.88	-2	92
CCOCCCNC(=O)C(c1ccc(Cl)cc1)N1CCN(c2ccccc2)CC1 (configuration not stated)	.	3	-7	1.1	7	1	-1.4	1.4	-11	.

# Rewritten with values under each structure: 4 of the compounds above.
# Every second line gives: Hsp70 act	G6PDH counter	APP transl inh	FLuc stim CS	APP 5'UTR act	HMGR II inh	DTT redox prof	NF-kB expr up	FLuc inhib CS	STAT1 act
> CC(=O)CSc1nnc(-c2cnccn2)n1-c1ccccc1
 : 0.2	-11	0	1.1	0	-7	2.9	1.2	-9	101
> Nc1nnc(SCC(=O)N2CCc3ccccc32)n1-c1ccccc1
 : 0.6	2	-13	1	13	1	-5.3	1.2	0	102
> CC(NC(=O)c1ccc(Cl)cc1)c1nnc(SCc2ccc([N+](=O)[O-])cc2)n1C (configuration not stated)
 : -0.2	-1	-15	1	15	-7	0.7	1.3	-4	105
> COc1cc(/C=N/NC(=O)CC#N)cc(Br)c1O
 : -0.1	5	-6	1.1	6	-8	-1.2	0.99	-7	97

# Next section.
SMILES	Hsp70 act	G6PDH counter	APP transl inh	FLuc stim CS	APP 5'UTR act	HMGR II inh	DTT redox prof	NF-kB expr up	FLuc inhib CS	STAT1 act
COc1cccc(/C=C/C(=O)OCC(=O)Nc2ccccc2Sc2ccccc2)c1	-0.1	-2	1	1.1	-1	-6	-0.7	1	-9	88
CC1=CC(=O)C(C(C)C)=C/C1=N\OC(=O)c1cccc2nc(C)oc12	0.0	6	-19	1	19	1	-0.1	1.7	-5	98
Cc1ccc(S(=O)(=O)N(C)c2ccc(C)c([N+](=O)[O-])c2)cc1	-0.2	2	5	1	-5	-3	-0.2	1.1	-3	95
Cc1nn(C)c(C)c1NC(=O)c1ccc(S(=O)(=O)N(C)C)cc1	6.6*	-2	5	1.1	-5	1	3.2	1.1	-6	103
CSc1ncccc1C(=O)NCc1ccc(C)cc1	-0.4	17	12	1	-12	-1	-0.1	1.2	-2	98
CC(C)CCN(C(=O)COc1ccc(C#N)cc1)c1c(N)n(Cc2ccccc2)c(=O)[nH]c1=O	-0.4	5	-3	1.1	3	-1	-0.3	.	-8	101
O=c1ccc(=O)n2n1CC(O)C2	-0.2	11	19	1.1	-19	-2	0.2	1	-5	101
Cc1ccc(-c2nc(N)n(C(=O)c3cccnc3)n2)cc1	0.1	-6	0	1	0	-2	1.0	1	1	115
O=C(O)CC(NC(=O)c1ccncc1)c1ccccc1 (configuration not stated)	-0.1	11	28	1	-29	-3	0.5	1.1	0	102
CC(C)CNC(=O)CSc1ccc(Cl)cc1	-0.5	17	-4	1	4	37*	0.0	1.1	-4	104
Cc1ccc(S(=O)(=O)CCC(=O)Nc2cccc([N+](=O)[O-])c2)cc1	-0.1	-2	0	1.1	0	-3	-0.8	1.4	-6	107
Cc1c(Cl)cccc1NC(=O)Cc1ccc([N+](=O)[O-])cc1	-0.4	10	-23	0.9	23	1	0.2	1.3	6	92
N#Cc1cc2ccccc2nc1N	0.1	5	-5	1	5	2	-0.2	0.95	-4	104
CCOC(=O)Cc1c(C)nc(N)[nH]c1=O	-0.4	11	-10	1	10	-2	-0.5	1.1	-2	104
CCOC(=O)/C=C1\SCC(=O)N1Cc1ccc(Br)cc1	-0.2	6	14	1	-14	-3	-1.1	0.9	-2	97
COc1ccc(/C=C/C(=O)NCCSCc2ccco2)cc1	0.0	12	10	0.8	-10	-5	-0.2	1.6	17	101
Cc1occc1C(=O)N1CCCc2ccccc21	-0.4	6	-17	1	17	-5	5.0	1.1	-3	104
Cc1cc(C)cc(N2C(=O)CC(N(C(=O)c3ccco3)c3cc(C)cc(C)c3)C2=O)c1 (configuration not stated)	0.0	2	-12	1	12	-2	0.4	0.96	-1	100
Cc1nnsc1C(=O)Nc1ccccc1	-0.3	14	-31	1	31	-1	0.2	1.2	0	99
CC1=CC(=O)N(c2cccc(C(F)(F)F)c2)C1c1ccc(Cl)cc1 (configuration not stated)	-0.2	6	-7	0.9	7	-8	2.5	0.85	11	97
CN(C)CC/C=C1\c2ccccc2Sc2ccc(Cl)cc21	-0.2	11	-23	1	23	-1	0.2	0.84	-3	99
O=C(NCC(c1ccco1)N1CCCCC1)c1ccc2c(c1)S(=O)(=O)c1ccccc1C2=O (configuration not stated)	-0.2	0	-14	1	13	-3	-0.1	0.57	-5	97
CC(C)C(c1nnnn1C1CCCC1)N1CCOCC1 (configuration not stated)	-0.2	6	9	1.1	-9	2	0.1	1.3	-5	105
Cc1ccc(-n2cnc3scc(-c4cccs4)c3c2=O)cc1	0.5	13	-13	1	13	-3	2.3	1.5	-3	97
Cc1cc(NCCN(C)C)n2nc(-c3cccs3)cc2n1	-0.2	-13	10	1	-10	-5	1.3	1.5	0	95
CCC/S(C)=N/S(=O)(=O)c1ccc(C)cc1 (configuration not stated)	-0.3	2	4	1	-4	2	-0.9	1.1	-1	92
COc1ccc(C(=O)Nc2ccc(CN3CCOCC3)cc2)cc1	0.1	16	-33	0.9	33	-6	-2.7	1.8	12	113
CC(C)NC(=O)COc1ccc(Cl)cc1Cl	-0.3	3	-24	1.1	25	0	0.4	1.2	-9	105
COc1cccc(CNC(=O)CCC2CCCN(C3CCOCC3)C2)c1 (configuration not stated)	-0.1	7	-13	1	13	0	-0.3	1	-3	93
O=C(CN1C(=O)c2ccccc2C1=O)Nc1ccc(-c2nc3ccccc3o2)cc1	-0.2	16	-6	1	6	-1	0.7	1.9	-1	99
CCOc1ccc(N2C(=O)/C(=C\c3ccc(O)c(OC)c3)S(=O)(=O)C2c2cccc([N+](=O)[O-])c2)cc1 (configuration not stated)	-0.3	-3	2	1.1	-2	3	-0.8	1.2	-6	100

# Limited to G6PDH counter, for two of the compounds above:
mol	G6PDH counter
Nc1cc(=O)[nH]c(SCC(=O)N2N=C(c3ccc(Cl)cc3)CC2c2ccco2)n1 (configuration not stated)	10
O=C(O)CSc1ncccn1	0
